# Compound activity deposited in PubChem by several laboratories.
# eLon inh – inhibitors of E. coli Lon protease. 360,000 tested, 0.42% active. P0A9M0. inhibition, % at 7.94 µM. purified E. coli Lon protease, fluorescence polarization; in the data active = inhibition above about 13%, passing the limit was not always enough;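 also: 0% = enzyme with probe and DMSO and 100% = no enzyme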
# MsrA inh – inhibits bovine methionine sulfoxide reductase A. purified bovine MsrA, absorbance read-out. inhibition, % at 15.5 µM. AID 651718. 360,000 tested, 0.75% active; in the data active = inhibition above about 4.5%;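 also: 0% = vehicle wells with enzyme and 100% = reference inhibitor wells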
# Tb MetRS inh – Trypanosoma brucei MetRS inhibition; AID 624268; 360,000 tested, 0.4% active; purified T. brucei MetRS, ATP depletion, Kinase-Glo luminescence; inhibition, % at 11.9 µM;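 active = inhibition above a per-plate cutoff of the control wells' mean inhibition plus 3 SD, cut at about 5.5% in these data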;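 also: 0% = DMSO wells median and 100% = median of wells with control inhibitor compound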
#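 Test system: purified T. brucei MetRS enzyme. Also added: ATP, methionine and E. coli bulk tRNA substrates. Compound: 11.9 µM single point. Schedule: 15 min enzyme-compound preincubation, 2 h reaction, 10 min detection, 25 °C. Signal: luciferase luminescence of residual ATP, Kinase-Glo. Evaluation: percent inhibition versus plate control medians. Controls: DMSO wells, low control.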
# MsrA act – activates bovine MsrA enzyme; activation, % at 10.6 µM; purified bovine MsrA, absorbance read-out; 360,000 tested, 0.3% active; in the data active = activation above about 7.5%;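 also: 0% = vehicle and 100% = reference activator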
# NRP1-CendR mod – modulators of CendR peptide binding to human neuropilin-1 | O14786 | FAM-RPARPAR peptide binding to NRP-1, fluorescence polarization | inhibition, % at 25 µM | 360,000 tested, 0.85% active | AID 602438;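 active = inhibition or corrected inhibition above about 18%, plus a signal ratio from 0.5 to 1.5, limit read from the data, passing the limit was not always enough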; also: strong numbers were not always called active
# SKN-1 inh – blocks SKN-1 activity in C. elegans | C. elegans VP596 Pgst-4::GFP/RFP ratio, acrylamide-induced, 24 h | inhibition, % at 21.8 µM | 360,000 tested, 0.49% active | AID 624304;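 active = interference check ratio from 0.5 to 1.5 plus GFP to RFP signal ratio inhibition reaching or exceeding a fixed threshold, cut at about 30% in these data, passing the limit was not always enough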; also: some compounds called inactive have numbers as strong as hits
# MLLE-PAM2 inh – inhibitors of microRNA-mediated deadenylation, human PABP1 MLLE binding; P11940; GST-MLLE / FITC-PAM2 fluorescence polarization; inhibition, % at 20 µM; 360,000 tested, 0.36% active; AID 588489; in the data active = inhibition above about 35%, passing the limit was not always enough;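 also: plate controls were DMSO wells with GST-MLLE for no effect and wells lacking GST-MLLE protein for full effect; some results filed as inactive read as strong as hits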
# MT1-MMP act inh – inhibitors of human MT1-MMP activation | GFP/RFP ratio change, % at 20 µM | P50281 | 360,000 tested, 0.061% active | HT1080 RFP-PRO-GFP cells, GFP/RFP ratio fluorescence, overnight; percent of plate control window, DMSO zero | AID 651647;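 active = GFP/RFP ratio change of at least 30% with cell ATP level not reduced by more than half and red fluorescence within 50% of control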; also: strong numbers were not always called active
#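 system = RFP-PRO-GFP reporter HT1080 cells | dosing = 20 µM single dose, 1% DMSO | timing = overnight cell settling, then overnight compound exposure, 37 °C, 5% CO2 | read-out basis = GFP/RFP fluorescence ratio | controls = DMSO and RFP-L50D-GFP cell wells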
# FAS TE block – inhibitors of human fatty acid synthase thioesterase domain | recombinant FAS-TE, OMFH fluorogenic substrate, fluorescence endpoint | inhibition, % at 15 µM | 360,000 tested, 0.67% active | AID 602261;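 active = compounds whose normalised, plate-corrected inhibition of enzyme fluorescence in the single-dose primary screen is 50% or more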;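 also: 0% = DMSO with enzyme and 100% = substrate without enzyme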
# Target sequence (P49327 whole entry, looked up, the tested form may be a part): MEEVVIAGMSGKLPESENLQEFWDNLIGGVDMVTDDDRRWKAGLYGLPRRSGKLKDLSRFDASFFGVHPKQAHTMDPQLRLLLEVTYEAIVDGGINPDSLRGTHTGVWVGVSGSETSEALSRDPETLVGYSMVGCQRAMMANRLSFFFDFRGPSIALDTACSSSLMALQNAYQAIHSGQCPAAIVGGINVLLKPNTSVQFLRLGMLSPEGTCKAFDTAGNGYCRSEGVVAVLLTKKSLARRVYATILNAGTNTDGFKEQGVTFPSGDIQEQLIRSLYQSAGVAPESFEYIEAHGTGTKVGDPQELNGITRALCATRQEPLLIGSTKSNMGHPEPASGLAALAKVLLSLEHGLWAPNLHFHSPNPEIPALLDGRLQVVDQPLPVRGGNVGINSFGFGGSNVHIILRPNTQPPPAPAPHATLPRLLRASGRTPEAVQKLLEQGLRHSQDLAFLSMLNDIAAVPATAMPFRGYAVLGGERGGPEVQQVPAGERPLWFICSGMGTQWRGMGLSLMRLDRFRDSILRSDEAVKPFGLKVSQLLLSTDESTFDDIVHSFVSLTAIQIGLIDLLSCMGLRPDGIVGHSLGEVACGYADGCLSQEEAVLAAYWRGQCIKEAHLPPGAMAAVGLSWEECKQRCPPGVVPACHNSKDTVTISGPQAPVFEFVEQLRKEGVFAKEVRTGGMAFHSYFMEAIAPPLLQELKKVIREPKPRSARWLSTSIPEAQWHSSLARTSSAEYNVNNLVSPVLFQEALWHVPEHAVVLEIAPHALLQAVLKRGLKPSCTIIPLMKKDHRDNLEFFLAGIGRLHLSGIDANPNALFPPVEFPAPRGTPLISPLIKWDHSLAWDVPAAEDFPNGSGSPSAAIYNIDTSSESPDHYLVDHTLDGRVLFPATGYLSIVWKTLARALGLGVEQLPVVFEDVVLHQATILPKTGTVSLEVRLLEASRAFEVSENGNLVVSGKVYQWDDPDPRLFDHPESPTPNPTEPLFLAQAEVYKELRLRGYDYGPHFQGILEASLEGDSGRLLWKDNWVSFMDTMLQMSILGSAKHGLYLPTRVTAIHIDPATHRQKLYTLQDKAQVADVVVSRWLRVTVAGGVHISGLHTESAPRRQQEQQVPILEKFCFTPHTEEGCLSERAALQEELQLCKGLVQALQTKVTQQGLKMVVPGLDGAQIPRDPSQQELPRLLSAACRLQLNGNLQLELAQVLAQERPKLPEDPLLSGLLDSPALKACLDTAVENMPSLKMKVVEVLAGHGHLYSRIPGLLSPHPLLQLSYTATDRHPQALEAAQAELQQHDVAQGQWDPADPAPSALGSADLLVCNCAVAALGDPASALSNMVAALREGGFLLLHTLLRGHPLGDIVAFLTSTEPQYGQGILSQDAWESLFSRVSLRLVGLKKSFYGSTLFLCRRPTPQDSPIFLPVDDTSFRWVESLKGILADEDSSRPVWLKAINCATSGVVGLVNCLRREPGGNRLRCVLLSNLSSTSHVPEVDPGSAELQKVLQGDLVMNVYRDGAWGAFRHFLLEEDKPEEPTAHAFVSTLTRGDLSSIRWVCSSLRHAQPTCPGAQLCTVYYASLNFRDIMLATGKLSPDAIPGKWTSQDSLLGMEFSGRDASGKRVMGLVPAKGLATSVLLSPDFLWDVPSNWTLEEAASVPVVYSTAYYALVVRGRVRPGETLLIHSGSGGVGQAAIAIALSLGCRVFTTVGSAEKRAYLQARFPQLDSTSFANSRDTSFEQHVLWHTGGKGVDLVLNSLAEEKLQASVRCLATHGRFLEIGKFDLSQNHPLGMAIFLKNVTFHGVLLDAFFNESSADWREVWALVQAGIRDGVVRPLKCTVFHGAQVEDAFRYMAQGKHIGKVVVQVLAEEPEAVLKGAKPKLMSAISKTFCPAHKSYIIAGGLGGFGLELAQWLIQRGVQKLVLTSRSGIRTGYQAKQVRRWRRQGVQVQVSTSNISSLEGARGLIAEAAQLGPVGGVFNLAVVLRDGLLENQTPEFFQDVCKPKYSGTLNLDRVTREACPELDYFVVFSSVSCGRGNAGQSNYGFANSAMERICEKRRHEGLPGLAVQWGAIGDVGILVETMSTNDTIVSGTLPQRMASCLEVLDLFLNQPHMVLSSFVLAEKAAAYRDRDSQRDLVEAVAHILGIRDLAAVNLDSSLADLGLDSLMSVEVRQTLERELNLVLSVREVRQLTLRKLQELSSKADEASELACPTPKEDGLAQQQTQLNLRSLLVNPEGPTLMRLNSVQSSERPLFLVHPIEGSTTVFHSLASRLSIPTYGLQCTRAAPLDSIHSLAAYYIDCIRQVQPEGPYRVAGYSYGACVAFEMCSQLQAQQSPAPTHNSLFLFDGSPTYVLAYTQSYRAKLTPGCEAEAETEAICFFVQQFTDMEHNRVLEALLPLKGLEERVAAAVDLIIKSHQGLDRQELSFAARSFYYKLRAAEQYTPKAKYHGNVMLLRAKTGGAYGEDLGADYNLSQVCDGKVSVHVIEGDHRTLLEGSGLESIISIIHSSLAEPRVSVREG
# An asterisk follows results filed as active; i = inactive; · = no result given; & = joins results of further samples. Rows are unselected, and some 4% of all compounds hit somewhere here.
SMILES,eLon inh,MsrA inh,Tb MetRS inh,MsrA act,NRP1-CendR mod,SKN-1 inh,MLLE-PAM2 inh,MT1-MMP act inh,FAS TE block
CC(=O)NC(c1ccco1)c1cc(F)c2cccnc2c1O (stereo not given),-4,0.3,-0.2,-1,-2,14,-5,1,-1
CN(C)c1ccc(Nc2nc(-c3cccnc3)cs2)cc1,10,1.4,-0.2,0,8,24,-44,-7,-5
O=C(CNC1CCCC1)Nc1ccc(S(=O)(=O)N2CCCCC2)cc1,6,-0.8,-0.7,-7,12,3,-2,2,-2
Cc1ccc(F)cc1C(=O)N1CCCCC1c1cc(C(=O)Nc2cccc(C#N)c2)no1 (stereo not given),-1,2.0,-0.5,-4,-4,3,4,-4,14
O=C(CN1CCCCC1)Nc1ccc(S(=O)(=O)NC2CCCCC2)cc1,-6,0.1,-0.9,-11,-6,0,5,2,-3
CC(C)c1ccc(N(C(=O)c2ccco2)C(C(=O)NC2CCCC2)c2ccncc2)cc1 (stereo not given),2,0.2,-0.9,-5,7,-1,-16,1,6
O=C(CC1SC2=NCCN2C1=O)Nc1ccccc1 (stereo not given),3,-0.3,-0.3,2,4,0,-8,1,-8
Cc1cc2oc(=O)cc(-c3ccccc3)c2c(C)c1-c1ccc(F)c(Cl)c1,-1,-0.4,-0.1,1,2,1,-12,-1,19
O=C(O)CC(=O)NC12CC3CC(CC(C3)C1)C2,2&4,-0.5&0.1,0.3&-1.6,-4&-7,-6&8,2&2,-2&11,2&-1,-6&-12
COc1ccccc1N1CCN(C(=O)c2cc(S(=O)(=O)N3CCOCC3)ccc2C)CC1,2,0.9,-0.3,-3,-2,12,4,1,-6
O=S(=O)(c1ccc(F)cc1)N1CCC2(CC1)OCCO2,-1,0.1,-0.4,-4,17,6,12,-4,-6
COc1ccc(NC2CCCN(C(=O)CN3C(=O)c4ccccc4C3=O)C2)cc1OC (stereo not given),-3,0.0,-0.2,-2,3,14,0,0,-4
NCCN1CCN(CC(=O)N2c3ccccc3C(=O)Nc3cccnc32)CC1,-6,0.5,-0.2,-5,8,4,-6,1,-15
CCOC(=O)c1ccc2c(c1)nc(SCC(=O)c1cc3ccccc3o1)n2CC,-2,0.7,0.2,1,-2,52*,-125,-40,20
O=S(=O)(c1ccc(Br)cc1)N1CCN=C1SCc1cccnc1,-3,-0.5,-0.6,-4,4,2,17,-1,3
CCOc1ccc(N2C(N)=NC(N)=NC2(C)C)cc1,-6,-1.7,-1.1,-5,-3,9,-5,2,-6
N#Cc1cc(C(=O)c2cc(Br)ccc2O)cn(C2CCCCC2)c1=O,0,1.3,0.2,1,-13,5,-14,-1,10
CC1(C)CC(=O)C=C(NCc2cccs2)C1,-1,-0.1,-0.3,2,8,-8,-2,4,-9
CCOc1ccc(NC(=O)NC(=O)N(C)S(=O)(=O)c2ccc(C)cc2)cc1,-5,-0.4,-0.1,-10,-1,0,12,5,-6
Cc1cc(C)cc(OCC(=O)OCC(=O)Nc2c(C)n(C)n(-c3ccccc3)c2=O)c1,-5,-0.3,-1.2,-10,4,10,-3,2,-2
CCOc1ccc(OCC)c(NC(=O)CN2CCN(CC(=O)NC(C)C)CC2)c1,-6,-0.9,-0.4,-5,16,3,21,1,-4
N#Cc1c(-c2ccccc2Cl)cc(-c2ccccc2)nc1Br,-6,0.7,-0.2,-3,-10,8,3,-3,26
CC(C)(C)n1nnnc1CN(Cc1cccnc1)Cc1ccccc1Cl,-7,-0.4,-0.3,-7,14,13,2,1,-2
CC(=O)CCc1ccc(OCCCCn2cncn2)cc1,4,-0.9,-0.6,-8,-11,-16,2,1,-3
CC(C)N(C(=O)NC(=O)Nc1ccccn1)S(C)(=O)=O,-2,0.8,-0.2,-5,-4,5,-9,3,-5
Cc1ccc(S(=O)(=O)N(C)C)cc1NC(=O)CN1CCCC1,-1,-0.5,-0.7,-2,21,9,-9,0,-3
COc1cccc(C(=O)Nc2nnc(-c3ccc(OC)cc3OC)s2)c1,-13,-0.8,0.1,0,5,5,12,-2,-4
CC1Cc2ccccc2N1C1=NS(=O)(=O)c2ccccc21 (stereo not given),-2,1.7,-0.2,-1,6,5,-11,2,0
COC(=O)CSc1nc2cc(Cl)ccc2c(=O)n1C1CCCC1,1,0.0,-0.9,1,-2,29,-2,10,24
CCC(NC(=O)c1ccccc1NC(=O)c1ccccc1)C(=O)O (stereo not given),-7,0.9,-0.3,5,-12,9,-9,3,-8
CC(=O)c1ccc(NS(=O)(=O)c2ccc3c(c2)CCC(=O)N3)cc1,0,-0.1,-0.2,-1,-8,6,9,3,-4
C[C@@H](NC(=O)C1(c2ccccc2)CCN(C(=O)OC(C)(C)C)CC1)C(=O)N[C@@H](C(=O)O)c1ccccc1,-7,0.4,0.0,0,2,-4,-1,1,-4
COC(=O)C1=C(C)Nc2ncnn2C1c1ccco1 (stereo not given),-5,1.2,0.2,1,-13,4,1,2,-6
COc1cc(Cl)c(S(=O)(=O)NCc2ccccn2)cc1Cl,3,-0.9,-0.3,-1,8,2,6,-1,-6
COC(=O)[C@@]1(Cc2ccc(F)cc2)[C@H]2c3cc(C(=O)N4CCCC4)n(CCSCCO)c3C[C@H]2CN1C(=O)c1ccccc1,4,0.2,-1.4,-7,-8,-5,·,-3,6
Cc1ccc(C2(CCNCc3ccc(N(C)C)cc3)CCOC(C(C)C)C2)cc1 (stereo not given),-4,0.9,0.3,0,-11,-7,-6,1,-7
O=C(c1cccc(N2C(=O)C3C4C=CC(C4)C3C2=O)c1)N1CCN(c2ccccc2Cl)CC1 (stereo not given),5,-0.3,-0.4,-6,0,-9,-4,-2,0
CCOC(=O)c1ccc(N=Nc2c(C)c(C#N)c(O)[nH]c2=O)cc1,-5,1.2,-0.5,-2,-90,41*,-27,1,4
O=C(CN(c1ccc2c(c1)OCCO2)S(=O)(=O)c1ccccc1)NCc1ccc(Cl)cc1,-2,0.1,-0.7,-4,2,4,7,1,15
Oc1[nH]c(=S)sc1/C=C1\C(c2ccccc2)=Nc2ccccc21,i,0.0,0.7,-9,-128,25,-138,-69,29
O=C(CCc1ccc(Oc2cc([N+](=O)[O-])cc([N+](=O)[O-])c2)cc1)NC1CCCC1,-8,0.6,-0.1,-2,-2,9,9,1,15
COc1ccc(NC(=O)CNC(=O)Cc2cccc3ccccc23)cc1,-3,-0.9,-0.2,0,8,7,-5,-2,-2
COCCCNC(=S)N1CCN(S(C)(=O)=O)CC1,1,1.6,-0.5,-8,-3,2,-62,0,-13
COc1ccc2c(c1)-c1nc(/N=C/c3ccc(O)c(OC)c3)sc1CC2,-3,·,-1.1,-13,-2,13,-27,1,-7
Cc1ccc(S(=O)(=O)N(C)C)cc1NC(=O)COc1ccccc1C(=O)Nc1ccccc1,-10,-0.5,0.1,-1,-7,-2,20,0,23
CCCCN(C)c1c(C)nc2ccc(C(=O)NCCOc3ccc(OC)cc3)cn12,-3,·,-0.1,2,0,-3,10,-10,6
CN1CCN(C(=O)NCC23CC4CC(CC(C4)C2)C3)CC1,2,0.2,1.4,0,-4,-10,6,1,-3
CC(C)(C)C(=O)OCC1OC(n2cnc(C(N)=O)n2)C(O)C1O (stereo not given),11,0.8,-0.8,-2,-6,20,-4,·,-5
Cc1ccc(S(=O)(=O)N2CCCOC2CNC(=O)C(=O)NCCN2CCOCC2)cc1 (stereo not given),2,-0.7,-0.7,-8,-18,2,-4,1,-4
Nc1nc(N)c2sc3nc4c(cc3c2n1)CCC4,3,1.0,-1.1,-3,6,-6,-6,9,-4

# (further entries)
SMILES,eLon inh,MsrA inh,Tb MetRS inh,MsrA act,NRP1-CendR mod,SKN-1 inh,MLLE-PAM2 inh,MT1-MMP act inh,FAS TE block
Clc1ccc(CO/N=C2\CCCc3nonc32)cc1,-23,0.6,-0.4,-1,-4,26,-8,3,20
Cc1cccc(NC(=O)CSc2n[nH]c(-c3cccnc3)n2)c1,-7,0.1,0.2,-3,-6,-4,-14,4,-6
Cc1nc(-c2ccccc2)sc1C(=O)/C=C/c1ccccc1,-11,1.6,-1.0,-7,7,4,8,-1,12
Cc1cccn2cc(CNC(=O)CC3CCCC3)nc12,-4,-0.6,-0.9,-4,7,-3,5,0,-5
Cc1ccc(-n2c(O)c(/C=N/n3cnnc3)c3ccccc3c2=O)cc1,-2&-2,1.0&-0.3,-1.2&-0.2,-10&-8,-12&-16,-7&6,-6&12,-2&-1,-7&1
Cc1ccccc1-n1ncc2c1CC(C)(C)CC2NC(=O)CSc1ccncc1 (stereo not given),1,-0.9,-0.1,-2,-1,0,1,2,-3
CC(C)c1ccc(O)c(NC(=S)NC(=O)c2ccc3c(c2)OCO3)c1,7,-0.9,0.1,-3,6,25,47*,3,20
O=C(NC1CCCC1)C1CCN(c2cnccn2)CC1,1,1.9,-0.3,-1,17,10,10,0,-2
O=S(=O)(c1ccccc1)N1CCN(c2nnc(-c3ccccc3)c3ccccc23)CC1,-9,0.7,2.0,-2,13,-4,2,-6,36
COc1ccc(CCN(Cc2cc3cc(C)ccc3[nH]c2=O)C(C)=O)cc1OC,-2,-0.2,0.7,-3,3,-10,-3,-1,-2

# Marked active in SKN-1 inh, of those listed so far:
SMILES,eLon inh,MsrA inh,Tb MetRS inh,MsrA act,NRP1-CendR mod,SKN-1 inh,MLLE-PAM2 inh,MT1-MMP act inh
CCOC(=O)c1ccc2c(c1)nc(SCC(=O)c1cc3ccccc3o1)n2CC,-2,0.7,0.2,1,-2,52*,-125,-40
CCOC(=O)c1ccc(N=Nc2c(C)c(C#N)c(O)[nH]c2=O)cc1,-5,1.2,-0.5,-2,-90,41*,-27,1

# (more compounds)
SMILES,eLon inh,MsrA inh,Tb MetRS inh,MsrA act,NRP1-CendR mod,SKN-1 inh,MLLE-PAM2 inh,MT1-MMP act inh,FAS TE block
O=C(CCN1C(=O)COc2ccccc21)N1CCCCC1,-1,-0.4,-1.2,-11,1,4,-1,-3,-9
COc1ccc(OC)c(-n2c(-c3ccc(C)cc3)n[nH]c2=S)c1,1,0.3,-0.2,-1,0,14,1,4,-5
Cc1ccc(-n2nc(CC#N)c(C#N)c2N)cc1,-12,-1.4,-1.0,-6,-21,-6,-9,-5,-11
O=C1NC(=O)C2(CCCc3ccccc32)N1 (stereo not given),2,0.2,-0.3,-2,0,17,-1,-1,-6
Cc1nn(C)c(C)c1Nc1ccc(N2C(=O)C3CC=CCC3C2=O)cc1[N+](=O)[O-] (stereo not given),14,-0.5,-0.1,-2,13,4,-14,1,-8
O=C(CN(Cc1ccccc1Cl)C(=O)c1ccc(CN2CCOCC2)o1)NCc1ccccc1,7,-1.2,-0.6,-1,-10,-5,-3,-4,-4
CCn1nc(C(=O)OCC(=O)c2c[nH]c3ccccc23)c2ccccc2c1=O,-8,-0.3,0.7,1,-7,9,-9,6,0
O=C(Cn1ccc([N+](=O)[O-])n1)N1CCCc2ccccc21,0,1.2,0.0,-1,3,2,-7,-1,-2
O=c1cc(CN2CCN(c3ccccc3)CC2)c2ccccc2o1,-3,0.7,0.2,-4,-2,-2,-9,0,-4
O=C(NCC1CCCO1)c1cc2n(n1)C(C(F)(F)F)CC(c1ccc(F)cc1)N2 (stereo not given),-2,-0.8,-1.4,-4,-10,-3,-7,5,-8
